Screens deposited in PubChem BioAssay by several laboratories.
CF NFkB inh – inhibitors of PAF-induced NF-kB signaling, primary screen, cell-based, GFP fluorescence, uHTS; KKLEB NF-kB-GFP reporter, GFP fluorescence overnight; inhibition, % at 5 µM; 0.86% of 360,000 active; AID 588850, 2011;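 active = at least 50% inhibition at 5 µM, scaled per plate between neutral and stimulator controls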;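 note: PAF is a Pseudomonas aeruginosa culture filtrate used as stimulus; plate controls were PAF-stimulated DMSO wells for no effect and unstimulated DMSO wells for full effect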
aDG glyco up – activators of alpha-DG glycosylation, primary screen, uHTS, Pro5-aDG cells, AlphaScreen. alpha-DG glycosylation AlphaScreen (IIH6); 0% Pro5, 100% B10-LARGE cell signal. activation, % at 10 µM. 0.22% of 360,000 active;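 active = activation of at least 8% versus controls, or a plate z-score of at least 8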;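 note: Pro5 are CHO cells carrying HIG-tagged alpha-DG that lacks glycosylation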
NR2E3 ag-1 – inhibitors of NR2E3-RetCOR corepressor binding, primary screen, NR2E3 agonist project, biochemical, TR-FRET, GST-NR2E3, biotin-RetCOR; Photoreceptor-specific nuclear receptor (Homo sapiens), Q9Y5X4; 1536-well; inhibition of corepressor binding, % at 4.78 µM; 0.12% of 320,000 active; AID 2300, 2010;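 active = percent inhibition above the cutoff of mean plus 3 SD of all tested compounds, set per screening campaign, cut at about 20% in these data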;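 note: 0% = DMSO wells and 100% = biotin wells as full block of FRET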
Target sequence (Q9Y5X4 whole entry, looked up): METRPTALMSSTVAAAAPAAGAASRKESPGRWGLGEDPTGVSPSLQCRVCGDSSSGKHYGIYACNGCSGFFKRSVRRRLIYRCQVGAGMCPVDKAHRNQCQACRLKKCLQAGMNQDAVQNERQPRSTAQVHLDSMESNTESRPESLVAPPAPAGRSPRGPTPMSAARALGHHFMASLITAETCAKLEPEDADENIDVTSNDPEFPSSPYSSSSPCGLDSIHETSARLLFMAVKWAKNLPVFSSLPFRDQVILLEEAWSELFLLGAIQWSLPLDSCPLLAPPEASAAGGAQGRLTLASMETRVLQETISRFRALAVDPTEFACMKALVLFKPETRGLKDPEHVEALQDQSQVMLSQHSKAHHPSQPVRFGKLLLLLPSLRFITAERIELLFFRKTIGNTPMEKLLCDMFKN
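Assay system: NR2E3–RetCOR corepressor complex. Quantity: 1.35 nM GST-NR2E3. Buffer or medium: pH 7.5 Tris-based buffer. Reagent: biotinylated RetCOR corepressor at 7 nM final. Schedule: 5 h at 4 °C. Detection: TR-FRET, emission read at 617 and 671 nm. Replicates: one well per compound, singlicate testing.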
KKLEB tox – cytotoxicity in KKLEB CF airway cells, primary screen, cytotoxicity control for CF NF-kB inhibitor project, cell-based, uHTS, fluorescence assay plates; KKLEB CF airway cells viability, ATPlite luminescence, overnight; hits give low values; cells stimulated with P. aeruginosa culture filtrate; activity change (cytotoxicity), % at 5 µM; 0.36% of 360,000 active; AID 602141, 2011;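 active = corrected activity change at or below -50% at 5 µM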
NR2E3 ag-2 – NR2E3 agonists in two-hybrid cells, primary screen, cell-based, luminescence, CHO-S, Gal4-NCOR/VP16-NR2E3. Photoreceptor-specific nuclear receptor (Homo sapiens), Q9Y5X4. luciferase. inhibition of corepressor binding, % at 3.98 µM. 0.35% of 360,000 active. AID 602229, 2012;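 active = inhibition above the mean of all tested compounds plus 3 SD, cut at about 70% in these data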;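 note: 0% = DMSO with NR2E3 transfected cells and 100% = cells lacking NR2E3 construct; higher means lower luciferase signal from less NR2E3 corepressor binding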
Peg3 promoter – Peg3 promoter-driven luciferase inhibitors, primary screen, cell-based, HeLa, luciferase luminescence; HeLa PEG-Prom luciferase reporter, overnight; 1.7% of 360,000 active; inhibition, % at 20 µM; AID 588405, 2011;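 active = inhibition of at least 50% at 20 µM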
TRPM1 prom inh – inhibitors of MITF-dependent TRPM1 promoter reporter, primary screen, cell-based, SK-MEL-5, single point, luciferase; SK-MEL-5 TRPM1 promoter luciferase, 24 h; inhibition, % at 12.5 µM; 0.83% of 330,000 active; AID 488899, 2010;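 active = mean inhibition across replicates of 60% or more, whatever share of single replicates reaches that level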; note: values of inactives mirror those of a sister screen read the other way
iPSC survival up – enhancers of single-cell hiPSC survival, primary screen, ATPlite luminescence. 100% = ROCK inhibitor wells, 0% = DMSO. survival enhancement, % at 20 µM. 0.044% of 360,000 active. AID 602274, 2012; in the data active = survival enhancement above about 18%;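 note: cells exposed to compounds for 16 hours before the ATP read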
TWEAK Fn14 block – inhibitors of TWEAK-Fn14 signaling, primary screen, luciferase reporter cells, uHTS; inhibition, % at 10 µM; 2% of 360,000 active; AID 1159606, 2016; TWEAK-stimulated Fn14 reporter cells, luciferase luminescence, 8 h; in the data active = inhibition above about 50%
HIF-2a inh – HIF-2a reporter inhibitors, primary screen, luminescence, 786-0 RCC cells. 786-0 RCC cells HIF-2a reporter, luciferase luminescence, overnight. inhibition, % at 18.8 µM. 0.72% of 360,000 active;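 active = inhibition of the luminescence signal of 40% or more relative to plate controls, in a single-dose primary screen at 18.75 µM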
Shn3 inh set2 – reduction of Shn3 3'UTR firefly luciferase signal, primary screen, Schnurri-3 inhibitor project, cell-based, Clone20 osteoblasts, set 2; Clone20 osteoblast Shn3 3'UTR firefly luciferase, 24 h; inhibition, % at 12.5 µM; 0.52% of 360,000 active;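 active = mean inhibition of at least 75% with every replicate also reaching 75%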;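 note: 0% = median of neutral control wells and 100% = pilot-screen positive control compound; some compounds past the cut are filed as inactive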
Active calls of the source: *; nt = not tested or not shown.

SMILES	CF NFkB inh	aDG glyco up	NR2E3 ag-1	KKLEB tox	NR2E3 ag-2	Peg3 promoter	TRPM1 prom inh	iPSC survival up	TWEAK Fn14 block	HIF-2a inh	Shn3 inh set2
Cc1nc2cc(-c3ccccc3)sc2c(=O)n1N	-12	0.2	2	-6	-69	90*	90*	-0.7	95*	75*	73
COc1ccc(C(C)=O)cc1COC(=O)c1cccnc1Cl	-16	0.0	-1	0	-20	5	-2	0.2	-2	2	13
COCCCn1c(=O)c2sccc2n2c(CCCC(=O)NCc3ccc(OC)cc3)nnc12	2	0.0	2	0	-1	9	-13	1.4	-4	4	-1
COCCCNc1oc(/C=C/c2ccccc2)nc1C#N	18	0.2	0	-12	-110	-281	-75	1.0	3	-203	-29
O=C1NCCN1Cc1ccc(F)cc1	-22	-0.1	-1	12	-9	-11	-7	0.8	-20	-4	-19
CC1(C)SC[C@H](C(=O)Nc2cccc(Cl)c2)N1C=O	-24	0.0	9	8	-20	-4	1	0.2	-29	13	7
CCOc1ccc(NS(=O)(=O)c2ccc3[nH]c(=O)[nH]c3c2)cc1	-11	-0.1	6	2	-8	1	4	0.4	1	12	0
COc1ccc(OC)c2c1sc(=NC(=O)c1ccco1)n2C	-88	-0.2	3	2	-24	-1	4	-0.5	-30	-15	-13
CC(C)=C(C)c1cc2nc(NCCCN(C)C)n(C)c(=O)c2s1	-2	-0.3	nt	-3	-23	7	nt	2.2	5	-4	2
CCc1nnc(SCC(=O)Nc2ccc(NC(C)=O)cc2)n1-n1cccc1	10	-0.1	-1	-10	-7	-1	1	-0.4	1	11	-1
O=[N+]([O-])c1ccc(Cc2ccccn2)cc1	17	0.1	8	3	-10	12	4	1.7	-6	2	-26
Oc1ccc(N2Cc3ccccc3C2)cc1	0	0.4	-1	7	-8	2	10	0.2	-19	-9	-3
O=C(NN1C(=O)NC2(CCCCC2)C1=O)c1cccs1	8	-0.1	nt	10	-6	2	-10	1.4	-6	14	12
Cc1ccc(S(=O)(=O)NC(CC(=O)N2CCc3ccccc32)c2ccco2)cc1 (centres undefined)	2	0.2	3	-2	-19	7	-6	-0.9	-6	11	7
Fc1ccc(-c2cn3cc(C(F)(F)F)cc(Cl)c3n2)cc1	-2	0.2	-5	-2	-159	-189	-36	-1.4	4	-222	-105
Cc1ccc(N2CCN(S(=O)(=O)c3cccs3)CC2C)cc1 (centres undefined)	19	-0.1	-3	-11	-14	15	0	0.3	4	4	19
CCOCCOC(=O)C1=C(C)NC(=O)NC1c1ccc2c(c1)OCO2 (centres undefined)	13	-0.1	-2	-1	0	-1	18	-0.3	15	16	4
CCOc1c2ccc(C(=O)NCCCCc3ccccc3)cc2nn1C	-4	0.4	0	6	8	1	nt	3.1	-16	-5	17
O=C(CSc1nc(-c2ccco2)cc(C(F)(F)F)n1)Nc1cccnc1	-2	0.5	0	-11	-30	13	28	1.0	9	23	-2
Cc1ccc(NC(=S)NCc2ccc(F)cc2)c(C)c1	13	-0.1	0	1	-10	8	6	-0.6	2	-3	21
CCCn1c(SCC(=O)N(CC)CC)nnc1-c1ccncc1	-6	0.1	1	13	-8	-6	-9	0.3	-2	11	-19
COc1ccc(CC(=O)Nc2cc(F)ccc2F)cc1S(=O)(=O)N1CCOCC1	-18	-0.2	nt	2	1	16	nt	0.7	-8	13	-11
OCC1(CCOc2ccccc2)CCN(Cc2cc(Cl)ccc2O)CC1	4	0.1	0	3	24	25	-4	-0.8	-19	19	4
Cc1ccccc1N1CCN(C(=O)c2cc(C3CC3)nn2-c2ccccc2)CC1	5	0.0	2	-12	-17	31	6	0.6	19	11	16
CCSc1nc2ccccc2n1CC(=O)O	-6	-0.1	-3	-6	9	-4	8	0.6	-7	10	-15

Rewritten as labelled records: entries from further up.
CC1(C)SC[C@H](C(=O)Nc2cccc(Cl)c2)N1C=O
- CF NFkB inh: -24
- aDG glyco up: 0.0
- NR2E3 ag-1: 9
- KKLEB tox: 8
- NR2E3 ag-2: -20
- Peg3 promoter: -4
- TRPM1 prom inh: 1
- iPSC survival up: 0.2
- TWEAK Fn14 block: -29
- HIF-2a inh: 13
- Shn3 inh set2: 7

CCOc1ccc(NS(=O)(=O)c2ccc3[nH]c(=O)[nH]c3c2)cc1
- CF NFkB inh: -11
- aDG glyco up: -0.1
- NR2E3 ag-1: 6
- KKLEB tox: 2
- NR2E3 ag-2: -8
- Peg3 promoter: 1
- TRPM1 prom inh: 4
- iPSC survival up: 0.4
- TWEAK Fn14 block: 1
- HIF-2a inh: 12
- Shn3 inh set2: 0

As entered above.
For CF NFkB inh, CC1(C)SC[C@H](C(=O)Nc2cccc(Cl)c2)N1C=O has the entry -24
For NR2E3 ag-2, CCOCCOC(=O)C1=C(C)NC(=O)NC1c1ccc2c(c1)OCO2 (centres undefined) has the entry 0

Next compounds follow.
SMILES	CF NFkB inh	aDG glyco up	NR2E3 ag-1	KKLEB tox	NR2E3 ag-2	Peg3 promoter	TRPM1 prom inh	iPSC survival up	TWEAK Fn14 block	HIF-2a inh	Shn3 inh set2
O=C(COC(=O)C1CC1)NCc1ccccc1Cl	0	0.0	1	6	-24	-15	10	-0.9	3	4	-16
CN1CCC(=NNC(=O)COc2ccc(Cl)cc2)CC1	-14	-0.3	2	10	-5	8	-2	-0.7	1	14	-24
O=S(=O)(c1ccc(Cl)c(Cl)c1)N1CCc2nc3ccccc3n2CC1	41	0.1	nt	-6	-5	26	-9	-3.1	-1	17	-8
CCS(=O)(=O)c1ccc2oc(SCC(=O)NC34CC5CC(CC(C5)C3)C4)nc2c1	20	-0.3	-1	8	9	-22	0	4.7	46	10	25
CN(C)S(=O)(=O)N1CCC(Oc2cccc(C(=O)NCCCC3CCCC3)c2)CC1	33	0.3	-3	-15	-3	-100	-35	-0.3	57*	-174	34
CCCC(=O)Nc1ccc(NC(=O)c2ccccn2)cn1	-4	-0.2	-4	-2	-88	-92	-39	-3.7	22	-88	-18
O=C1C=C(Nc2ccccc2C(=O)O)c2ccccc2C1=O	-6	0.0	6	4	-38	-2	38	-0.4	-37	-26	-30
Cc1ccc(NC(=O)Nc2ccc3c(c2)OCO3)nc1	12	-0.2	3	2	-78	-297	-132	-2.2	-16	-237	-134
C/C(=N\NC(=O)c1ccc(N2CCCC2=O)cc1)c1ccccc1	-10	-0.1	3	9	-13	-59	-22	0.0	1	0	-12
COc1ccc(N(CC(=O)NCCc2ccccc2)C(=O)c2csnn2)cc1OC	18	-0.1	2	-1	-22	9	-18	-0.1	2	2	7
C/C=C(/C)C(=O)Nc1cccc(C2=NOC3(C2)C[C@@H](C(N)=O)N(C(=O)CC(c2ccccc2)c2ccccc2)C3)c1 (some centres undefined)	10	-0.1	-4	-6	9	2	12	0.3	-5	8	14
Cc1nc2ncccn2c1-c1csc(NCc2ccco2)n1	-5	1.9	-5	-12	-7	-3	13	-0.5	-1	-4	2
Cc1cccc(C(C)(C)C)c1OCCOCCN1CCCC1	17	0.3	1	-13	0	8	-8	-2.6	-4	13	0
O=C(CCNc1ccccc1)c1ccc2c(c1)OCO2	-3	0.4	0	11	-64	-310	-110	-0.8	-4	-266	-107
Cc1cccc(N2CCN(C(=S)NC3CCCCC3)CC2)c1C	-11	-0.2	1	3	25	-12	-14	-0.4	-24	-11	19
CCc1nnc(NC(=O)c2nc3nccc(C)n3n2)s1	-18	-0.3	2	4	-8	17	6	1.0	-9	6	13
COc1ccc(CCNC(=O)c2ccc3ccccc3n2)cc1OC	19	0.4	6	-10	-22	2	3	1.0	-3	-13	3
Cn1c(O)c(C=Nc2ccc(N3CCOCC3)cc2)c(=O)n(C)c1=S	20	-0.1	nt	18	-6	-16	5	0.9	8	4	6
CC(CNS(=O)(=O)c1ccccc1)Sc1ncccn1 (centres undefined)	-7	0.0	-3	5	-41	8	7	-0.5	-13	10	6
CC(C)c1ccc(NC(=S)Nc2ccc3[nH]c(=O)[nH]c3c2)cc1	17	0.0	2	2	-25	-17	8	-0.9	-13	-36	-22
O=C(N/N=C/c1cc([N+](=O)[O-])ccc1O)c1cccc(NC(=O)c2cccc(Cl)c2)c1	18	-0.2	8	-12	16	37	2	0.1	-19	2	38
CCOC(=O)c1cccc(NC(=O)c2ccc(NC(=O)c3ccco3)cc2)c1	-16	1.0	0	21	-28	13	5	-0.4	-20	-29	13
Cc1ccc(-n2nc(C(=O)O)cc2-c2ccccc2)cc1	7	-0.2	3	-12	-15	1	8	-0.8	15	20	2
Cc1ccc2cc(CN(CCN3CCCC3)C(=O)Nc3ccccc3)c(=O)[nH]c2c1C	-6	0.0	2	-3	10	3	-19	-5.0	-16	6	0
O=C(c1ccc(Cl)nc1)N1CCC(Cc2ccccc2)CC1	6	0.0	1	-6	-1	7	-4	-0.7	-13	9	2
O=C1CCCC2=C1Sc1ccccc1N2	-4	-0.2	-15	-10	-22	2	10	-0.2	26	4	5
CC1CCCCC1NC(=O)COC(=O)/C=C/c1ccco1 (centres undefined)	4	-0.1	2	1	-17	-9	-8	0.5	7	-4	0
CCOC(=O)c1ccc(CNC(=O)CCC(=O)O)cc1	-9	-0.2	-2	4	24	6	10	2.2	0	8	-8

Of the compounds above, four contain a COOH group:
SMILES	CF NFkB inh	aDG glyco up	NR2E3 ag-1	KKLEB tox	NR2E3 ag-2	Peg3 promoter	TRPM1 prom inh	iPSC survival up	TWEAK Fn14 block	HIF-2a inh	Shn3 inh set2
CCSc1nc2ccccc2n1CC(=O)O	-6	-0.1	-3	-6	9	-4	8	0.6	-7	10	-15
O=C1C=C(Nc2ccccc2C(=O)O)c2ccccc2C1=O	-6	0.0	6	4	-38	-2	38	-0.4	-37	-26	-30
Cc1ccc(-n2nc(C(=O)O)cc2-c2ccccc2)cc1	7	-0.2	3	-12	-15	1	8	-0.8	15	20	2
CCOC(=O)c1ccc(CNC(=O)CCC(=O)O)cc1	-9	-0.2	-2	4	24	6	10	2.2	0	8	-8
